# Bioassay records deposited in PubChem BioAssay by National Center for Advancing Translational Sciences (NCATS).
# Pf Dd2 growth: qHTS Primary assay for Inhibitors of Plasmodium falciparum Dd2 growth in vitro; P. falciparum Dd2 growth, SYBR Green, 72 h; Potency, µM (doses to about 28.9 µM), for the others: at the highest dose activity, negative = inhibition, usual class: inhibitors; hit rate 4.3% among 120,000; active means well fitted inhibition curve with a large enough effect; inconclusive means small, poorly fitted or top-dose-only effect; inactive means no such curve, though single readings can be large or run the other way;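 further: plate controls were DMSO vehicle for no effect and reference drug for full effect; nearly all actives have a fitted effect of over 65% in size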
#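 Infected erythrocytes (Dd2, 0.3% parasitemia, 2.5% hematocrit final) are added to compound in RPMI-1640/Albumax II medium, grown 72 h at 37C in low oxygen, then lysed with saponin/Triton-X containing SYBR Green and read by fluorescence.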
# * hit, by the source's call; i = inactive; ? = inconclusive; [ ] = another dose, or the depositor's remark. Potency means the concentration at half of the fitted maximal effect. The list is partial; rates above refer to the full screens.
SMILES,Pf Dd2 growth
Cc1nnsc1C(=O)N[C@H]1CCN(C(=O)COCC(=O)O)[C@H](C(=O)N[C@H](CC(C)C)C(N)=O)C1,-3%
O=C(Cn1nc(-c2ccccc2)nc(Cc2ccccc2)c1=O)Nc1ccccc1,77%[activator]
CS(=O)(=O)N(C[C@H]1O[C@H](Cc2cc(-c3ccccc3)on2)CC[C@@H]1O)S(C)(=O)=O,i
C[S+](=O)([O-])N1Cc2ccccc2OC2(CCN(C(=O)c3cccc4[nH]ccc34)CC2)C1,-29%
Cc1ccc(C(=O)n2nc(C)c(S(=O)(=O)N3CCCCCC3)c2C)cc1,-21%
O=C1NCCCCCN(C(=O)c2cccs2)[C@@H]2C[C@@H](C(=O)N3CCc4ccccc4C3)C[C@H]12,?
Cc1ccc(NC(=O)c2sc3nc4c(cc3c2N)CN(Cc2ccccc2)CC4)cc1,?
Cc1ccccc1CN1C(=O)C(C)N=C(c2ccccc2)c2ccccc21 (configuration not stated),?
CC(C)(C)OC(=O)N1CCC(c2c(C(=O)N3CCN(c4ccccn4)CC3)cnn2-c2ccccc2Cl)CC1,?
COCCn1ncc(N2CCCC(CC(=O)Nc3cc(OC)ccc3OC)C2)cc1=O (configuration not stated),i
CN1CCC2(CC1)CC(=O)N(CC(=O)N(C)CCc1cnn(C)c1)C2,-7%
NC(=O)[C@@H](Cc1c[nH]c2ccccc12)NC(=O)[C@H]1CN(C(=O)c2cccc(F)c2)CCN1C(=O)C1CCNCC1,-10%
Cc1ccc(-c2nnc(Nc3ccc(Br)cc3)c3ccccc23)cc1S(=O)(=O)N1CCOCC1,?
Cc1ccc(-c2noc(-c3ccccc3NC(=O)C3CC(=O)N(c4ccc(C)cc4)C3)n2)cc1 (configuration not stated),1.4µM*
COc1cc(CNC(=O)[C@@H]2C[C@@H](c3ccc(F)cc3)N(Cc3ccccc3)C2)cc(OC)c1,i
O=C(COCc1cc(-c2ccc(F)cc2)on1)Nc1cccc(Cl)c1Cl,47%[activator]
COc1cccc(NC(=O)CSc2nnc(-c3cccc(OC)c3)o2)c1,i
O=C(CN1CCN(S(=O)(=O)N2CCCC2)CC1)NCc1ccccc1F,?
COC(=O)N1CCn2cc(C(=O)N3CCOCC3)nc2C1,11%[44.1 µM]
CCN(CC)CCNC(=O)CN1N=C(c2ccc(OC)cc2)CCC1=O,11%
COC(=O)CNC(=O)N1CCC2(CC1)CC(N(Cc1ccc(F)cc1)C1CC1)CCO2 (configuration not stated),-2%
O=C(COc1ccc(Cl)cc1)Nc1nnc(S(=O)(=O)N2CCc3ccccc32)s1,21%
CCOc1ccc(OCC)c(NC(=O)CCC(=O)N2CCOc3ccccc32)c1,10%
O=C(NCc1nnc2ccc(-c3ccccc3)nn12)c1ccc(F)cc1,i
CCCNC(=O)N(C1CCOCC1)C1CCN(C(=O)Nc2c(F)cccc2F)CC1,-9%
O=C(c1ccccc1Cl)N1CCC2(CC1)NC(=O)N(c1cccc(Cl)c1)N2,?
CC1=C[C@@H](CN(C)C)[C@H](C(C)C)C[C@H]1Cc1nc2c(C)cccc2[nH]1,?
CCn1cc(-c2ccc(OC)cc2)cc1C(=O)N1CCC(C)CC1,-7%
COC(=O)[C@H](NC(=O)[C@@H]1C[C@H](NC(=O)Nc2ccc(F)cc2F)CN1C(=O)CSC)C(C)C,-7%
O=C(NCC1CCCCC1)c1cccnc1N1CC2CC(C1)[C@H]1CCCC(=O)N1C2 (some centres not stated),?
COc1cc(C(=O)Nc2cc(C)c(O)c(-c3nc4ccccc4s3)c2)cc(OC)c1OC,-3%
COc1ccc(NC(=O)N2CCC(Oc3ncccc3C(=O)N3CCCCC3)C2)c(C)c1 (configuration not stated),i
CN(C)C(=O)c1cccc2c1CCN2C(=O)Nc1ccc(F)cc1,-6%
Cc1cc(Nc2cccc(Cl)c2)nc2ccc(NC(=O)c3cccnc3)cc12,?
CCN1CCN(c2csc3ccc(Cl)cc3c2=O)CC1,0%
COc1ccccc1-c1nnc(C2CCN(C(=O)c3cccc(C)c3)CC2)o1,22%
Cn1cc(-c2ccc(F)cc2)cc1C(=O)NCCCN1CCCCC1,?
N#Cc1cccc(CN[C@@H]2CO[C@H](CNS(=O)(=O)c3ccccc3)[C@H]2O)c1,-3%[44.1 µM]
Cc1cc(S(=O)(=O)N2CCC(N(C(=O)C3CC3)C3CCOCC3)CC2)ccc1Cl,i
CC(C)(C)CC(=O)N1CCN2C(=O)c3ccc(Cl)cc3NC(=O)[C@H]2C1,-11%[44.1 µM]
CCN1CCN(C(=O)c2c(OCC3CC3)cc(=O)n3c2CCCCC3)CC1,51%[activator]
CCOC(=O)N1CCN(C(=O)c2ccc3c(c2)N(Cc2ccccc2F)C(=O)c2ccccc2S3(=O)=O)CC1,i
CCCCNC(=O)CSc1nc2cc3c(cc2c(=O)n1Cc1ccc(C(=O)NCCc2ccc(OC)c(OC)c2)cc1)OCO3,17%
CC(NC(=O)C1CCN(S(=O)(=O)c2ccc(F)cc2)CC1)c1ccccc1 (configuration not stated),14%
O=C1NCCCCCCN(C(=O)C2CC2)[C@H]2C[C@H](C(=O)N3CCc4ccccc4C3)C[C@@H]12,i
Cc1cnc(-c2ccncc2)n1C1CCN(C(=O)COc2ccc(F)cc2)CC1,i
O=C(Nc1ccc2oc(-c3cccnc3)nc2c1)c1ccc(-c2ccc(Cl)cc2)o1,20%
COc1ccc(-n2c(SCc3ccccc3F)nc3c([nH]c4ccccc43)c2=O)cc1,4%
CN(Cc1ccccc1)[C@H]1[C@H](O)[C@H](CO)O[C@@H]1CNCc1ccc(F)cc1,?
Cc1ccc(OCCn2nnc3sc4c(c3c2=O)CCC(C(C)(C)C)C4)cc1 (configuration not stated),7%
O=C(NC1CCN(c2nc3ncccc3o2)CC1)c1ccccc1Cl,10%
CC(=O)N1CCC(N[C@H]2C[C@@H](Cc3cc(CN4CCCCC4)on3)C2(C)C)CC1,-23%[44.1 µM]
Cc1nc(NCCc2nccc(-c3ccccc3)n2)cc(C2CC(O)C2)n1 (configuration not stated),?
Cc1c(NS(=O)(=O)c2cccc(C(=O)O)c2)c(=O)n(-c2ccccc2)n1C,?
CC(C)CN(Cc1cccnc1)C1CN(C(=O)NCc2ccccc2)C1,-15%
Cc1ccc(C2Cn3nnc(-c4noc(-c5cccc(F)c5)n4)c3CO2)cc1 (configuration not stated),-6%
CC1CCC2(CC1)OCC(C(=O)NCc1ccccc1F)N2C(=O)c1ccc(F)cc1 (configuration not stated),i
COc1cc(OC)cc(-c2nc(C3CC(=O)N(Cc4ccccc4OC)C3)no2)c1 (configuration not stated),?
CCC1CCCCN1CCCNC(=O)c1ccc2c(c1)c(C)c(C)n2CC (configuration not stated),i
COc1ccc(CNC(=O)CN(c2ccc(OC)cc2)S(=O)(=O)c2c(C)[nH]c(=O)[nH]c2=O)cc1,i

# Taken from the entries so far (7 entries):
SMILES,Pf Dd2 growth
Cc1nc(NCCc2nccc(-c3ccccc3)n2)cc(C2CC(O)C2)n1 (configuration not stated),?
Cc1c(NS(=O)(=O)c2cccc(C(=O)O)c2)c(=O)n(-c2ccccc2)n1C,?
CC(C)CN(Cc1cccnc1)C1CN(C(=O)NCc2ccccc2)C1,-15%
Cc1ccc(C2Cn3nnc(-c4noc(-c5cccc(F)c5)n4)c3CO2)cc1 (configuration not stated),-6%
CC1CCC2(CC1)OCC(C(=O)NCc1ccccc1F)N2C(=O)c1ccc(F)cc1 (configuration not stated),i
COc1cc(OC)cc(-c2nc(C3CC(=O)N(Cc4ccccc4OC)C3)no2)c1 (configuration not stated),?
CCC1CCCCN1CCCNC(=O)c1ccc2c(c1)c(C)c(C)n2CC (configuration not stated),i

# Going on with the list.
SMILES,Pf Dd2 growth
COc1cccc(C(=O)NCC2Cn3cccc3C(=O)N2Cc2ccccc2)c1 (configuration not stated),i
CS(=O)(=O)c1ccc(O[C@H]2COCCN(C3CCC3)C2)cc1,-3%[44.1 µM]
O=C(NCc1ccc(Cl)cc1)C1CCCN(c2ncnc3onc(-c4ccc(F)cc4)c23)C1 (configuration not stated),?
CN(C)C1(CNC(=O)c2ccc(OC3CCN(C(=O)C4CC4)CC3)cc2)CCCCC1,-17%
O=C(Nc1ccc(Cl)cc1)C1CCCN(S(=O)(=O)c2ccc3[nH]c(=O)ccc3c2)C1 (configuration not stated),-12%
COc1ccc(CNC(=O)C2CN(S(=O)(=O)c3cccnc3)CC23CCCCC3)cc1 (configuration not stated),i
Cc1nc(-c2ccc(F)cc2)n(CC(=O)Nc2ccc(C(F)(F)F)cc2)c(=O)c1CCO,?
COc1ccc(Nc2cnc3ccc(-c4ccccc4)nn23)cc1,5.6µM*
NC[C@H]1O[C@@H]2C[C@@H](CC(=O)N3CCC(F)(F)C3)O[C@@H]2[C@@H]1O,16%[44.1 µM]
CCNC(=O)c1c(NC(=O)Cc2coc3ccc(CC)cc23)sc2c1CCCC2,-20%
CNC(=O)c1noc([C@@H]2CC(F)(F)CN2C2CCOCC2)n1,12%
CCOc1ccc(NC(=O)Cn2c(-c3ccccc3)nc(C)cc2=O)cc1,?
Cc1ccc2c(=O)cc(C(=O)Nc3sc4c(c3C(=O)NCc3ccccc3)CCCC4)oc2c1C,24%
CC(C)Oc1cccc(-c2n[nH]c3c2CC(=O)N(c2ccccc2)C3)c1,-19%[44.1 µM]
CCn1c(C)c(C)c2cc(C(=O)NCCc3ccc(C)cc3)ccc21,43%
COc1ccc(CNC(=O)c2sc3nc[nH]c(=O)c3c2C)cc1,22%
O=C(Cc1cccn1-c1cccc(Cl)c1)NCCCN1CCCC1,?
Cc1cccc(C(=O)N2CCC(CC(=O)NCc3ccccc3)C2)c1 (configuration not stated),23%
CCc1ccc2occ(CC(=O)Nc3nnc(SC)s3)c2c1,-2%
CC1=C(C(=O)Nc2cccnc2)C(c2ccc(Cl)cc2)n2nc(-c3ccccc3)nc2N1 (configuration not stated),i

# Among those listed so far, 4 have an aryl thioether with sulfur outside any ring.
SMILES,Pf Dd2 growth
COc1cccc(NC(=O)CSc2nnc(-c3cccc(OC)c3)o2)c1,i
CCCCNC(=O)CSc1nc2cc3c(cc2c(=O)n1Cc1ccc(C(=O)NCCc2ccc(OC)c(OC)c2)cc1)OCO3,17%
COc1ccc(-n2c(SCc3ccccc3F)nc3c([nH]c4ccccc43)c2=O)cc1,4%
CCc1ccc2occ(CC(=O)Nc3nnc(SC)s3)c2c1,-2%

# Carrying on:
SMILES,Pf Dd2 growth
COC[C@]1(O)CCN(C(=O)c2oc(COc3ccccc3)cc2C)CC1(C)C,-12%
Cc1nnc(-c2cc(-c3ccc(CO)cc3)ccn2)n1CCc1ccccc1,i
Cc1cnc(CC2CCCN(C(=O)C3(c4ccccc4)CC3)C2)n1Cc1ccc(F)cc1 (configuration not stated),?
Cc1oc2ccc(O)c(CN3CCCCCC3)c2c1C(=O)Nc1cccc(Cl)c1C,?
COc1cc(F)ccc1CN1CCC2(Cc3ccccc3CNC2=O)C1 (configuration not stated),-22%
COC(=O)N1CCn2c(nn(-c3ccc([N+](=O)[O-])cc3)c2=O)C1,-13%[44.1 µM]
O=C(Nc1ccc(Cl)cc1)c1nc2c(o1)CCN(Cc1ccccc1)CC2,i
COc1cccc(NC(=O)Cn2nnc(C(=O)NCc3ccc4c(c3)OCO4)c2N)c1,52%[activator]
COc1ccc(-c2cnc3[nH]cc(CC(=O)Nc4ccc(OC)nc4)c3c2)cc1,11µM*
Cc1c(-c2ccc(F)cc2)[nH]c2ccc(CNC(=O)[C@@H]3CCCO3)cc12,i
CC(C)CCNC(=O)c1ccc(CN2C(=O)NC3(CCS(=O)(=O)CC3)C2=O)cc1,i
COc1ccc2cc1Nc1ccc(cc1)C[C@H](NCc1cccc(C(=O)O)c1)C(=O)N(C)[C@H](C(=O)Nc1ccccc1OCc1ccccc1)C2,2µM*
CC(C)CN(CC(C)C)c1nc(-c2ccc(Cl)cc2)nc2ccccc12,-1%
O=C(c1ccccc1Cl)N1CCn2c(nn(-c3ccc(C(F)(F)F)cc3)c2=O)C1,i
O=C(c1ccccc1F)N1CCC(N2CCCOC2=O)CC1,-8%
CC(C)CN1C(=O)c2cccn2CC1C(=O)Nc1ccccc1F (configuration not stated),?
Cc1cc(N(C)CC(C)N2CCOCC2)n2nccc2n1 (configuration not stated),-6%
CCC1CN(C(=O)Nc2cc(C)cc(C)c2)c2ccccc2O1 (configuration not stated),-24%
COc1ccc(-c2cc3nc4c(c(=O)n3[nH]2)CN(C(=O)Cc2ccccc2)CC4)cc1,?
CC(=O)c1ccc(NC(=O)c2sc(-n3nc(C)c(CCC(C)C)c3C)nc2C)cc1,0%
COc1ccc(CNC(=O)c2cc(Nc3ccc(OC)cc3OC)nc3ccccc23)cc1,8%
COc1ccc(Cl)c2sc(NC(=O)c3ccc(S(=O)(=O)N4CCOCC4)cc3)nc12,27%
COc1cccc(NC(=O)C(=O)NCC(c2ccc3c(c2)OCO3)N2CCOCC2)c1 (configuration not stated),-27%
FC(F)(F)c1ccc(CN2CCn3c(nnc3-c3cccnc3)C2)cc1,102%[activator]
COc1ccc2nc(N3CCN(C(=O)c4ccco4)CC3)sc2c1,i
Cc1cccc(NC(=O)CCCn2nc(C)c3c(C)n(-c4ccccc4)nc3c2=O)c1C,i
CCc1nc(-c2c3n(c(=O)n(CC(=O)Nc4ccccc4Cl)c2=O)CCCCC3)no1,-8%
COCCn1cnnc1CN(C)c1cc(C2CC(O)C2)ncn1 (configuration not stated),-2%
CCOCCCNC(=O)N1CCOc2ccc(CN3CCc4ccccc4C3)cc2C1,-5%
Cc1ccsc1C(=O)N1CC(c2nnc(-c3ccncc3)o2)C2(CCOCC2)C1 (configuration not stated),-24%
CCOC(=O)c1ccccc1NC(=O)N1CCC(CN2CCOCC2)CC1,5%
Cn1cc(CN2CCCC(COc3ccccc3C(=O)N3CCCCC3)C2)c2ccccc21 (configuration not stated),?
